High-throughput results deposited in PubChem by NCI.
Growth percent in the NCI-60 one-dose screen (48 h, 10 µM unless noted): 100 = growth as untreated, 0 = no growth, -100 = all killed.
BT-549: BT-549 breast cancer; hit rate 4.4% among 78,000; AID 1794793
MOLT-4: MOLT-4 leukemia cells; hit rate 6.9% among 80,000; AID 1794779
SR: SR leukemia cells | hit rate 8.7% among 73,000
MDA-MB-231: MDA-MB-231 breast cancer. hit rate 5% among 81,000
MDA-MB-468: MDA-MB-468 breast cancer. hit rate 8.5% among 78,000. AID 2202374
MCF7: MCF7 breast cancer. AID 1794796. hit rate 6.3% among 82,000
MDA-MB-435: MDA-MB-435 melanoma. hit rate 7.8% among 82,000
K-562: K-562 leukemia; AID 1794777; hit rate 7.4% among 78,000
* = called active by the depositor; · = not tested or not shown; & = joins results of further samples; ! = repeats disagree. Rule for the calls: active = growth percent below 10; inactive = the rest. Compounds were not picked by outcome. About 15% of those tested had a hit in this group.

SMILES	BT-549	MOLT-4	SR	MDA-MB-231	MDA-MB-468	MCF7	MDA-MB-435	K-562
CCOC(=O)c1ccc(NCc2ccncc2)cc1	91	89	82	96	88	92	107	91
CCN1C(=O)/C(=C2\S/C(=N\Nc3ccccc3)N(C)C2=O)c2ccccc21	112	96	95	88	95	81	104	105
O=[N+]([O-])c1ccc(-n2[nH]nnc2=S)cc1	104	102	92	94	123	95	106	102
CCOC(=O)c1cc(C(=O)c2ccc(OC)c(OC)c2)n2ccc(-c3ccccn3)cc12	94	124	76	58	75	73	71	107
O=C(NC(C(=O)O)C(O)c1ccccc1)C(Cl)Cl (centres undefined)	98	103	94	117	117	113	114	97
Cc1cnc(SCc2ccc(Cl)cc2)nc1N(C)C	·	87	89	106	102	111	95	94
COc1cc(NCCC2CCCCN2)c2ncccc2c1OC (centres undefined)	92	43	·	74	74	57	-63*	65
COc1ccc(CNc2ncnc3c2cnn3C)cc1	98	121	101	86	86	92	109	110
Cc1ccc(C(=O)[C@H]2[C@H](c3ccc(O)cc3)NC(=O)N[C@@]2(O)C(F)(F)F)cc1	104	99	98	124	107	97	106	99
Brc1cc(-c2cc(-c3ccc4c(c3)OCCO4)[nH]n2)cs1	66	28	14	52	12	15	-27*	15
COc1ccc(C2C=C(C)N=C3SC(C)=NN32)cc1 (centres undefined)	103	124	99	105	100	108	102	116
CCCCCCC1(C)NC(=O)NC1=O (centres undefined)	96&107&103	100&97	108&97&111	110&109	100&99&108	98&100&96	105&105&100	97&110&95
COc1ccc(-c2cc3c(OC)c4c(c(OC)c3oc2=O)OCO4)cc1	105	79	78	95	94	89	100	97
O=C(NC1CCCCC1)OCC1OC(n2cnc3c(=O)[nH]cnc32)C(OC(=O)NC2CCCCC2)C1OC(=O)NC1CCCCC1 (centres undefined)	107	87	107	98	86	96	106	99
COc1ccc2[nH]c(=O)c(/C=C/C(=O)/C=C/c3ccc(O)c(OC)c3)cc2c1	-23*	21	1.3*	18	-32*	13	-30*	4.7*
Cc1ccc2nc(Nc3nc(C)cc(C)n3)[nH]c2c1	105	108	102	82	97	79	100	97
COc1ccc(/C=C/C(=O)c2ccc(NC(=O)CSc3nnc(-c4ccc(Cl)cc4)o3)cc2)cc1	105	79	89	112	122	60	90	75
CCN(CC)CCC(CNc1ccnc2cc(Cl)ccc12)c1ccc(O)cc1 (centres undefined)	80	48	47	74	81	113	61	11
N#Cc1c(-c2cccs2)cc(-c2ccc(Br)s2)[nH]c1=O	106	116	97	120	112	90	103	102
Cc1cc2c3c(c1)c(=O)cc(-c1ccccc1)n3C(C)C2 (centres undefined)	111	94	·	102	118	98	106	107
C=CC(=O)Nc1cccc(-c2nc(SC)nc(Nc3cccc(OC)c3)c2C#N)c1	45	39	·	71	70	52	43	55
O=C(O)c1ccc(OCCOc2ccc([N+](=O)[O-])cc2)c(Cl)c1	103	99	97	120	94	89	94	103
O=C1C(c2c[nH]c3ccccc23)=C(c2c[nH]c3ncccc23)C(=O)N1O	91	95	94	87	100	100	103	·
CCNC(=O)c1[nH]cc(-c2ccccc2)c1-c1ccccc1O	98	92	91	95	94	99	105	86
CNC(=O)Cn1c2c(sc1=O)[C@H]1[C@@H](O)[C@@H](O)[C@H](O)[C@@H]1CS2	107	115	98	114	103	95	102	100
O=c1c2cc3c(cc2nc(C(F)(F)F)n1CCc1c[nH]c2ccccc12)OCO3	80	79	·	87	64	98	96	65
O=Cc1ccc(/C=C/C(=O)O)cc1	111	105	·	109	99	97	98	116
C=CCOC(=O)c1ccccc1C(=O)OCC=C	·	106	90	107	·	93	100	102
O=C(NCCCl)Nc1ncn[nH]1	120	107	99	92	95	94	98	109
CCN(CC)C(C(=O)NN)c1ccccc1 (centres undefined)	106	114	103	98	95	93	97	119
COc1ccc(-n2sc(=O)n(Cc3ccc(CNC(=O)C(C)c4ccc(CC(C)C)cc4)cc3)c2=O)cc1 (centres undefined)	95	103	105	95	103	92	95	·
CCCCCCCCCCCCCCCCCCOc1cccc(CC(=O)OCCC[N+](C)(C)C)c1	95	·	37	93	·	84	88	·
COc1ccc(-c2nc(NN)[nH]c(=O)c2Br)cc1	111	102	103	103	116	93	108	99
Nc1ccc(C(=O)Nc2ccc(Nc3ccncc3)cc2)c([N+](=O)[O-])c1	104	106	104	113	106	100	·	95
C=CCC(O)c1ccccc1 (centres undefined)	112	101	98	100	104	104	108	109
O=C(CS)OCC(COC(=O)CS)(COC(=O)CS)COC(=O)CS	108	3.1*	39	104	79	76	79	34
Cc1ccc(C2=Nc3nc4ccccn4c3C(=O)[C@@H]3CCCN23)cc1	94	92	111	94	95	89	91	104
COc1ccc(-n2nc(C)c3c(Oc4ccc(NC(=O)Nc5cccc(C(F)(F)F)c5)cc4)ncnc32)cc1	105	93	54	96	81	98	98	96
C=CC(=O)Nc1cccc(C)c1Nc1cc(-c2cccnc2Cc2c(C)c(OC)cc(OC)c2C)ncn1	5.9*	-7.3*	·	21	19	8.6*	20	-11*
CCCCNC(=S)S	·	94	101	108	97	85	104	106
COc1cc2nc(N3CCC[C@@H](NC4=CC(=O)c5ccccc5C4=O)C3)nc(N)c2cc1OC	118	-37*	-11*	-71*	-51*	-63*	65	-47*
CC(O)COc1ccc(Cl)cc1 (centres undefined)	86	109	103	118	96	89	105	120
CCCN=C(N)c1ccc(NC(=O)c2ccc(C(=O)Nc3ccc(C(N)=NCCC)cc3)cc2)cc1	94	78	·	97	67	88	90	91
COc1ccc(OC)c(Nc2n[nH]c(-c3cccs3)c2C#N)c1	90	87	98	85	91	80	103	87
Clc1ccc(-c2csc(N/N=C/c3nc4ccccc4n3C3CC3)n2)cc1	103	98	97	97	90	94	99	107
Nc1cccc(OCCOc2cccc([N+](=O)[O-])c2)c1	84	78	74	74	96	93	86	44
C=C1C(=O)O[C@H]2[C@H]1CC/C(CNC(=O)/C=C/c1ccccc1F)=C\CC[C@@]1(C)O[C@@H]21	-6.0*	-12*	8.9*	17	-45*	-12*	23	2.0*
FC(F)(F)c1cccc(Nc2nc3ccccc3nc2Nc2cccc(C(F)(F)F)c2)c1	7.7*	-11*	-29*	-56*	-13*	-57*	-72*	-20*
Cc1c(C2(c3cc(C(C)C)c(O)c(Br)c3C)OS(=O)(=O)c3ccccc32)cc(C(C)C)c(O)c1Br	100	92	85	109	·	100	112	89
COc1ccc2c(c1)OS(=O)(=O)NC2c1nnc(-c2ccccc2)o1 (centres undefined)	95	109	100	105	116	93	106	102
CCCSc1nc(NC2CC2)c(C#N)c(-c2ccc(OC)cc2)n1	88	100	98	85	139	103	106	92
C#CCOc1ccc(/C=N/Nc2nc(-c3ccc(Cl)cc3)cs2)cc1OC	36	22	22	77	42	22	44	26
COc1ccc(-c2nnc(CNc3ccccn3)o2)cc1	90	96	87	·	112	83	106	91
CCN(CC)CCCNc1cc(OC)cc2nc3cc(Cl)ccc3nc12	2.5*	-26*	-35*	-26*	11	-2.2*	-90*	-56*
CCN(CC)C(=O)c1ccc[n+](CCC(N)=O)c1	92	100	96	104	115	99	107	·
CSc1ccc(NC(=O)c2ccc(C(=N)N)cc2)cc1	109	97	97	119	100	105	102	112
COc1ccc2c(c1)c(=O)c(C(=O)O)cn2CCCOc1ccc([N+](=O)[O-])cc1	104	99	93	114	89	99	89	99
O=c1oc(-c2ccc(Cl)cc2)nc2cc(Cl)ccc12	100	86	96	90	103	80	99	89
O=[N+]([O-])c1ccc(S(=O)Cc2ccccc2)c([N+](=O)[O-])c1 (centres undefined)	68&66	1.3*!	-8.8*	82&75	-64*	5.9*!	78&76	26
O=C(Nc1ccc2[nH]c(=S)sc2c1)Nc1ccccc1F	98	56	89	94	95	97	97	88
Later entries:
SMILES	BT-549	MOLT-4	SR	MDA-MB-231	MDA-MB-468	MCF7	MDA-MB-435	K-562
CCCCCCCCNC(=O)CCCCC(=O)NCCCCCCCC	121	97	93	118	111	106	103	97
COc1ccc(-c2nc3ccccc3n2CC(=O)N=Nc2c(O)[nH]c3ccc(Br)cc23)cc1	53	37	7.9*	57	56	44	23	35
Cc1nc2ccccc2nc1SCc1n[nH]c(=S)o1	93	90	86	102	93	91	94	88
c1cc(N2CCOCC2)nc(NCCNc2nc(N3CCOCC3)nc(N3CCOCC3)n2)n1	98	99	104	122	101	102	98	103
Cc1sc2ncn3nc(CC#N)nc3c2c1C	104	95	106	92	94	89	102	93
C=C(C)CN1C(=O)C(C)S/C1=N/N=C1/SCC(=O)N1C (centres undefined)	96	106	103	105	100	92	110	102
NCc1ccc(S(=O)(=O)Nc2ccccc2)cc1	95	92	103	103	84	89	103	99
CC1=NN(c2ccccc2)C(=O)C1N=Nc1ccc(S(=O)(=O)Nc2cc(C)nc(C)n2)cc1 (centres undefined)	88	80	86	106	96	96	98	75
COc1ccc2nc([C@H]3C[C@@H]3c3cc(OC)c4c(c3)OCO4)[nH]c2c1	102	92	87	97	88	93	95	101
O=C1CSC(=S)N1CCc1ccc(O)cc1	105	93	26	91	41	38	66	58
COc1cc(C2SCC(=O)N2NC(=O)CCC(=O)c2nc3ncccc3[nH]2)cc(OC)c1OC (centres undefined)	126	121	100	84	92	88	109	107
Cc1cc(S(N)(=O)=O)ccc1Cl	112	91	100	99	99	98	108	98
C=C1C(=O)O[C@H]2[C@H]1CC/C(COC(=O)NCc1ccc(Cn3c(=O)sn(-c4ccccc4)c3=O)cc1)=C\CC[C@@]1(C)O[C@@H]21	51	-5.9*	-4.7*	47	-34*	15	33	1.2*
CCCCC(CC)CCC(CC(C)C)OS(=O)(=O)O (centres undefined)	99	·	·	105	99	96	98	102
c1ccc(C2CC(c3cccc(Nc4ccncc4)c3)=NN2c2ccccc2)cc1 (centres undefined)	93	18	5.6*	75	24	14	15	0.8*
COc1ccc(CC(=O)Cc2ccc(OC)c(OC)c2)cc1OC	98	89	·	111	104	97	108	103
Nc1ccc(NCc2nc3sc4c(c3c(=O)[nH]2)CCCC4)cc1	90	80	86	87	103	86	109	88
C[C@H]1C[C@@H](n2cnc3c(N)nccc32)[C@H](O)[C@@H]1O	94	65	-54*	90	·	90	113	70
CCC1(C)CCC(C)c2cc(C(C)=O)c(C)cc21 (centres undefined)	115	96	82	102	117	101	110	111
c1ccc2cc3nc4cc5ccccc5cc4nc3cc2c1	105	109	·	87	117	82	119	95
CC(C)(C)c1ccc(S(=O)(=O)Oc2ccc(NC(=O)C3CCCCC3)cc2)cc1	52	33	43	72	28	20	60	27
CCOC(=O)c1c(Nc2ccccc2)nn2c(-c3ccc(OC)c(OC)c3)ccnc12	112	36	24	35	38	55	70	20
Clc1ccccc1/C=N\Nc1ccccn1	114	83	90	83	·	28	·	95
N=C(N)c1ccc(-c2ccc(-c3cc(Cl)cc(Cl)c3)s2)cc1	-46*	-50*	-17*	-78*	-78*	-73*	-90*	-55*
c1ccc(COc2nc(N3CCOCC3)nc3cc(NCc4cccnc4)ccc23)cc1	80	54	70	83	64	80	87	66
COc1cc2nc(-c3ccc(Cl)cc3)cc(OCCCN3CCCCC3)c2cc1OC	41	37	10.0*	27	48	46	-23*	14
CCOC(=O)Nc1c(N)n(C)c(=O)n(C)c1=O	101	98	91	107	105	98	106	108
COc1cc(-c2c(-c3ccccc3)noc2C(=O)Nc2ccc(Br)cc2)c(OC)c2c1OCO2	95	100	·	60	95	88	98	92
Cc1cc(S(=O)(=O)O)c(N)cc1N	124	91	91	110	103	102	116	99
[O-][n+]1c2ccccc2[n+]([O-])c2c3ccccc3[nH]c21	81	99	96	76	-37*	19	110	88
CC(=O)c1cc(C(=O)c2ccccc2)n2c1ccc1ccccc12	73	88	81	78	94	·	108	94
FC(F)(F)c1nc2nccnc2[nH]1	123	94	84	133	109	101	111	98
CCOc1cccc(-c2cnnn2-c2nonc2N)c1	89	93	95	109	93	102	108	88
O=[N+]([O-])c1cccc(OCCCCOc2ccccc2)c1	96	92	87	107	94	95	100	104
NCCCC(O)(P(=O)(O)O)P(=O)(O)O	103	108	·	105	105	·	96	115
CN1CC(c2ccc(Br)cc2)C(C(=O)c2ccc(O)cc2)C12C(=O)c1ccccc1C2=O (centres undefined)	111	103	103	94	123	115	112	101

13 consecutive entries from above:
SMILES	BT-549	MOLT-4	SR	MDA-MB-231	MDA-MB-468	MCF7	MDA-MB-435	K-562
CC(C)(C)c1ccc(S(=O)(=O)Oc2ccc(NC(=O)C3CCCCC3)cc2)cc1	52	33	43	72	28	20	60	27
CCOC(=O)c1c(Nc2ccccc2)nn2c(-c3ccc(OC)c(OC)c3)ccnc12	112	36	24	35	38	55	70	20
Clc1ccccc1/C=N\Nc1ccccn1	114	83	90	83	·	28	·	95
N=C(N)c1ccc(-c2ccc(-c3cc(Cl)cc(Cl)c3)s2)cc1	-46*	-50*	-17*	-78*	-78*	-73*	-90*	-55*
c1ccc(COc2nc(N3CCOCC3)nc3cc(NCc4cccnc4)ccc23)cc1	80	54	70	83	64	80	87	66
COc1cc2nc(-c3ccc(Cl)cc3)cc(OCCCN3CCCCC3)c2cc1OC	41	37	10.0*	27	48	46	-23*	14
CCOC(=O)Nc1c(N)n(C)c(=O)n(C)c1=O	101	98	91	107	105	98	106	108
COc1cc(-c2c(-c3ccccc3)noc2C(=O)Nc2ccc(Br)cc2)c(OC)c2c1OCO2	95	100	·	60	95	88	98	92
Cc1cc(S(=O)(=O)O)c(N)cc1N	124	91	91	110	103	102	116	99
[O-][n+]1c2ccccc2[n+]([O-])c2c3ccccc3[nH]c21	81	99	96	76	-37*	19	110	88
CC(=O)c1cc(C(=O)c2ccccc2)n2c1ccc1ccccc12	73	88	81	78	94	·	108	94
FC(F)(F)c1nc2nccnc2[nH]1	123	94	84	133	109	101	111	98
CCOc1cccc(-c2cnnn2-c2nonc2N)c1	89	93	95	109	93	102	108	88
